# m5-HT2A agonist = mouse HTR2A agonism via beta-arrestin recruitment; CHO-K1 mHTR2A beta-arrestin complementation, luminescence; percent of 30 µM serotonin response; P35363; AID 624169; activation, % at 7.6 µM; 360,000 tested, 0.66% active;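 active = activation above a run cutoff, the mean activation of all tested compounds plus 3 SD, cut at about 14% in these data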;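 also: 0% = plate median of compound wells and 100% = 30 µM serotonin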
# Target sequence (P35363 whole entry, looked up): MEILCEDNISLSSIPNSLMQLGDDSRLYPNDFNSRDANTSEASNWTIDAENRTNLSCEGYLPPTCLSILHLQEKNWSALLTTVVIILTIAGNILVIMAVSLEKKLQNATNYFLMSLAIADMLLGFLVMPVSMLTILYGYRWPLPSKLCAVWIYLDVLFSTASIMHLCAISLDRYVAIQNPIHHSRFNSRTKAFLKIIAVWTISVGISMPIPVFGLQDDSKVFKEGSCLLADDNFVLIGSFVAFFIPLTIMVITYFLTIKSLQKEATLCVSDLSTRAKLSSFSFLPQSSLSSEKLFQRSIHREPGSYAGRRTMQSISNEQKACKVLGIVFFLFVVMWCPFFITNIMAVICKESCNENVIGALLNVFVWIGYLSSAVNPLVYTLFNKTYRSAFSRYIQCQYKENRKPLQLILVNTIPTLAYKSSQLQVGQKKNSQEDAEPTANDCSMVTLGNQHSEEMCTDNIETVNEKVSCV
# Peg3 promoter = Peg3 promoter activity inhibition | AID 588405 | inhibition, % at 20 µM | HeLa PEG-Prom luciferase reporter, luminescence, overnight | 360,000 tested, 1.7% active;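 active = inhibition of at least 50% at 20 µM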
# Shn3 3UTR inh = reduces Shn3 3'UTR luciferase signal in osteoblasts | inhibition, % at 12.5 µM | Clone20 osteoblast Shn3 3'UTR firefly luciferase, 24 h | 360,000 tested, 0.52% active;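 active = mean inhibition of at least 75% with every replicate also reaching 75%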;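 also: 0% = median of neutral control wells and 100% = pilot-screen positive control compound; some compounds past the cut are filed as inactive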
# iPSC survival up = enhancers of human iPSC single-cell survival. survival enhancement, % at 20 µM. hiPSC single-cell survival, ATPlite luminescence; 100% = ROCK inhibitor wells, 0% = DMSO. 360,000 tested, 0.044% active. AID 602274; in the data active = survival enhancement above about 18%;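 also: cells exposed to compounds for 16 hours before the ATP read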
# CaV13 ICDI inh = Disruptors of the CACNA1D IQ motif to Ca2+-dependent inactivation inhibitor domain association, primary screening, Förster resonance energy transfer in intact living …; HEK cells, CFP/YFP FRET ICDI-IQ, plate reader, 10 min; percent FRET-ratio fall versus neutral wells; inhibition, % at 12.3 µM; 340,000 tested, 0.098% active; AID 743397;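 active = mean replicate inhibition of at least 30% and at least 1% of replicates passing that level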;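 also: 0% = median of the neutral control wells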
# TRPM1 prom inh = MITF TRPM1 promoter inhibition in SK-MEL-5 cells. SK-MEL-5 TRPM1 promoter luciferase, 24 h. inhibition, % at 12.5 µM. 330,000 tested, 0.83% active. AID 488899;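 active = mean inhibition across replicates of 60% or more, whatever share of single replicates reaches that level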; also: values of inactives mirror those of a sister screen read the other way
# HIF-2a inh = HIF-2a inhibition | inhibition, % at 18.8 µM | 360,000 tested, 0.72% active | 786-0 RCC cells HIF-2a reporter, luciferase luminescence, overnight;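 active = inhibition of the luminescence signal of 40% or more relative to plate controls, in a single-dose primary screen at 18.75 µM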
# H9c2 protect = modulators protecting cardiomyocytes from myocardial damage. H9c2 cardiomyocytes, H2O2 injury protection, ATPLite, 2 h. protection from H2O2 cell death, % at 20 µM. 360,000 tested, 0.63% active. AID 588492;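 active = compounds giving at least 50% protection of heart cells from peroxide-induced death in the single-dose screen, raw or plate-pattern-corrected value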;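 also: 0% = DMSO wells with peroxide and 100% = DMSO wells without peroxide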
# PDI turbidity = inhibitors of human protein disulfide isomerase; PDI insulin aggregation turbidity, A650, 90 min; inhibition, % at 10 µM; 350,000 tested, 0.052% active; AID 588391;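 active = mean inhibition across replicates of 30% or more, whatever share of single replicates reach that level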;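 also: absorbance from insulin aggregation driven by PDI reduction with DTT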
# NR2E3 ag-1 = agonists of human nuclear receptor NR2E3; Q9Y5X4; GST-NR2E3/biotin-RetCOR TR-FRET, 1536-well; inhibition of corepressor binding, % at 4.78 µM; 320,000 tested, 0.12% active; AID 2300;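 active = percent inhibition above the cutoff of mean plus 3 SD of all tested compounds, set per screening campaign, cut at about 20% in these data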;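 also: 0% = DMSO wells and 100% = biotin wells as full block of FRET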
# Target sequence (Q9Y5X4 whole entry, looked up): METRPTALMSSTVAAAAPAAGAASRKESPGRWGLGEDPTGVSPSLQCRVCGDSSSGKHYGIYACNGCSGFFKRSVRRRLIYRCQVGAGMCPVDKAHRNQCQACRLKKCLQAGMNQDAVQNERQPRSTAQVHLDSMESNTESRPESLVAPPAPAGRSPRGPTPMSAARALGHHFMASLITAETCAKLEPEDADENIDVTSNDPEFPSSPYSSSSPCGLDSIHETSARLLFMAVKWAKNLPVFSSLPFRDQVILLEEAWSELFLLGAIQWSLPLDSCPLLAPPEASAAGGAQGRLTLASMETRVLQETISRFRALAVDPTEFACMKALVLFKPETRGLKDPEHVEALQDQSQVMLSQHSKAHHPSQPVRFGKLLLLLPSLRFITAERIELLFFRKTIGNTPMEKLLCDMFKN
#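 Test system – NR2E3–RetCOR corepressor complex · Quantity – NR2E3 fusion 1.35 nM · Buffer or medium – Tris pH 7.5 · Incubation – Compound–protein incubation for 5 h at 4 °C · Technique – TR-FRET, Eu(K)-anti-GST donor, streptavidin-D2 acceptor, ex 340, em 617/671 nm · Evaluation – percent inhibition of 671/617 nm emission ratio versus biotin and DMSO controls · Plate – 1536-well format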
# NR2E3 ag-2 = activates human NR2E3 receptor; Q9Y5X4; CHO-S Gal4-NCOR/VP16-NR2E3 two-hybrid, luciferase; inhibition of corepressor binding, % at 3.98 µM; 360,000 tested, 0.35% active; AID 602229;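 active = inhibition above the mean of all tested compounds plus 3 SD, cut at about 70% in these data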;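 also: 0% = DMSO with NR2E3 transfected cells and 100% = cells lacking NR2E3 construct; higher means lower luciferase signal from less NR2E3 corepressor binding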
# The depositor's hits bear a star; . = no result given; & = joins results of further samples. An unsorted share of the library; 3.9% or so of the library scored in one or more.
entry	Structure	HIF-2a inh	H9c2 protect	NR2E3 ag-1	m5-HT2A agonist	TRPM1 prom inh	Peg3 promoter	Shn3 3UTR inh	iPSC survival up	PDI turbidity	NR2E3 ag-2	CaV13 ICDI inh
1	CC(C)CC(C(=O)NC(C)(C)C)N(CC1CCCO1)C(=O)c1snc(C(N)=O)c1N (stereo not drawn)	16	2	-2	1	-12	10	9	2.0	15	19	-3
2	CCc1ccc(/C=C2\SC(N3CCCC3)=NC2=O)cc1	-116	3	-2	-7	-40	-54	-13	0.0	3	-14	.
3	O=C(O)CN1C(=O)/C(=C\c2ccccc2OCc2ccc(Cl)cc2)SC1=S	-13	0	2	0	-3	-55	16	1.4	-10	-23	-4
4	O=C(NCc1ccccn1)Nc1cccc([N+](=O)[O-])c1	-33	4	-1	-4	-16	-12	-20	0.2	-9	-3	-7
5	Nc1nc(COc2ccc(Cl)cc2)cs1	-243	-4	4	-2	-63	-199	-64	-0.3	-8	-88	-4
6	COCCCN(C(=O)C(C)Oc1ccc(Br)cc1)c1c(N)n(Cc2ccccc2)c(=O)[nH]c1=O (stereo not drawn)	5	-3	-5	0	4	-4	3	-0.3	2	-21	-6
7	O=C(CSc1c[nH]c2ccccc12)N1CCOCC1	-25	2	-2	-3	13	-15	-2	-0.5	3	-19	-4
8	CCCOc1ccc(-c2c(C(=O)N/N=C(\C)c3ccco3)nnn2-c2nonc2N)cc1	-1	2	0	3	-4	-6	22	-0.6	6	1	-5
9	Cc1ccc2nc(N/C(N)=N/S(=O)(=O)c3ccc([N+](=O)[O-])cc3)nc(C)c2c1	-54	-8	0	1	-1	-1	14	1.1	-6	-16	-3
10	O=C(NCC1CC1)NC(=O)c1c(F)cccc1Cl	-30	5	-1	2	-6	-19	-6	-0.5	-16	-27	-4
11	CCOCCCNC(=O)c1c(N)n(-c2ccc(S(N)(=O)=O)cc2)c2nc3ccccc3nc12	-3	10	0	0	5	-1	9	-1.2	2	-5	.
12	O=C(Oc1ccc2ccc(OC(=O)N3CCCCCC3)cc2c1)N1CCCCCC1	-142	-23	-4	2	-20	-105	13	-0.5	3	-47	-5
13	O=C(NCc1ccccc1)C1CCCN(S(=O)(=O)c2ccc(-n3cnnn3)cc2)C1 (stereo not drawn)	14	2	3	9	-1	3	9	0.7	7	-36	-3
14	FC(F)(F)c1cc(-c2ccco2)nc(NCCc2ccccc2)n1	-107	-12	1	-2	-18	-40	-16	-0.6	-4	-2	-4
15	CN(Cc1nc(CCc2ccccc2)no1)Cc1cccs1	-123	2	0	-6	-20	-78	-30	0.7	1	-37	-3
16	Cc1cccc(NC(=S)N(CCN2CCOCC2)Cc2cc3cc4c(cc3[nH]c2=O)OCO4)c1	9	12	2	-6	7	23	23	-0.6	-3	-8	-5
17	CN(C)c1ccc2cc(S(=O)(=O)O)cc(O)c2c1	6	2	.	7	-7	20	7	3.5	20	-19	-6
18	COc1ccc(C(=O)Cc2ccc(F)cc2)c(OC)c1	-189	-1	2	-3	-70	-200	-85	-2.1	-5	-106	-2
19	C/C(=N\NC(=S)NCCc1ccccc1)c1cccs1	-80	-1	-3	-2	-1	-62	-7	-1.9	10	-8	-5
20	CCS(=O)(=O)C1=NN2C(=N)/C(=C\c3ccc(OS(=O)(=O)c4ccccc4)cc3)C(=O)N=C2S1	-16	-3	-3	-4	8	-14	-3	-0.6	12	-52	.
21	CC1(OC(=O)CCc2ccccc2)C(=O)C=C2C=C(c3ccc(C#N)cc3)N(CC3CC3)C=C2C1=O (stereo not drawn)	8	-1	1	-1	8	-13	9	0.2	-2	-10	-5
22	CCCOC(=O)c1c(NC(=O)C2C3C=CC(C3)C2C(=O)O)sc2c1CCC(C)C2 (stereo not drawn)	7	-6	1	-5	4	14	-5	-0.8	-2	-4	-6
23	COc1ccccc1NC(=O)CSc1nnc(COc2ccc(Cl)cc2)n1Cc1ccco1	30	-22	-2	1	1	23	65	0.8	10	-11	-5
24	CCCOc1ccc(N2C(=O)CC(NCc3cccnc3)C2=O)cc1 (stereo not drawn)	16	1	5	4	14	-6	-15	-0.5	5	32	-5
25	COc1ccc(C(=O)NC2CCN(CC(=O)NC3CCCCC3)CC2)cc1	0	-1	-1	-8	-5	-20	-10	0.1	-9	-2	-2
26	COc1ccc(-c2cc(-c3cccs3)nc(OC)c2C#N)cc1OC	20	5	3	0	-10	20	-17	-1.6	-8	0	-4
27	CCN1CCN(C(=O)c2c(-c3c(Cl)cccc3Cl)noc2C)CC1	1	1	2	0	7	4	-2	-0.4	12	-14	-7
28	C[C@H](CO)N1C[C@H](C)[C@@H](CN(C)Cc2ccc(-c3ccccc3)cc2)Oc2c(NS(=O)(=O)c3cn(C)cn3)cccc2C1=O	9	6	.	9	5	-5	13	-0.1	16	1	-8
29	Cc1nn(CC(=O)Nc2ccc(C(=O)N3CCCCC3)cc2)c(=O)c2ccccc12	1	1	0	-1	4	0	1	1.8	-33	5	-2
30	Cc1cccc(-n2ncc3c2CCCC3NC(=O)CCN2CCCCO2)c1C (stereo not drawn)	6	-11	-1	1	3	4	42	0.6	-8	29	-6
31	COc1cc2c3c(c1)C1(C(=O)N3C(C)(C)C=C2C)C(C#N)=C(N)Oc2cc(C)oc(=O)c21 (stereo not drawn)	6	15	.	4	7	23	-14&6	1.0	21	-10	-5
32	CCOC(=O)c1nn(-c2ccccc2F)c(C)c1C(C)=O	7	-15	-7	2	1	9	-13	-0.9	0	-8	.
33	CC1(C)CC(NC(=O)c2ccccc2Cl)CC(C)(C)N1	3	-3	9	-3	2	10	-3	5.6	-4	-4	.
34	CCCC(=O)Nc1ccccc1NC(=O)c1cc(OC)c(OC)c(OC)c1	16	-2	-6	0	-2	3	-5	-1.8	-6	-10	-4
35	CCn1c(=O)c2cc(C(=O)N(C)CC(OC)OC)sc2c2ccccc21	1	8	1	-3	-4	3	19	0.2	-2	6	-2
36	COc1ccc(OC)c(NC(=O)C2CC(=O)N(c3ccccc3)C2)c1 (stereo not drawn)	-2	-2	2	5	1	22	-2	-1.2	6	-7	-5
37	CSc1ccc(S(=O)(=O)NCC(=O)OCC(=O)N(C)Cc2ccccc2)cc1[N+](=O)[O-]	16	-7	0	-1	-7	1	-4	0.5	2	4	-15
38	O=C(NCc1ccccc1)C(c1ccccc1)N(C(=O)c1csnn1)C1CCCC1 (stereo not drawn)	9	3	7	1	.	17	-1	0.8	10	-16	-3
39	Cc1cc(Nc2cccc(Cl)n2)n(-c2ccccc2)n1	13	-6	0	-3	-7	20	6	4.4	7	-2	-17
40	CC(C)c1nccn1CCC(=O)O	10	5	3	-2	-1	12	2	0.1	0	-9	-7
41	O=C1c2ccccc2C(=O)N1c1ncn[nH]1	18	9	4	5	3	12	-9	-0.8	2	-17	-5
42	COC(=O)CCCn1cc(CN2CC(N3CCCCC3)CS2(=O)=O)nn1 (stereo not drawn)	8	.	.	-3	.	.	.	1.9	.	0	-10
43	Nc1ccccc1SCc1csc(-c2ccc(Cl)cc2)n1	-247	-9	0	-7	-27	-204	-62	-0.6	-2	-77	-18
44	CC(C)(C)N(NS(=O)(=O)c1ccc(F)cc1)c1ccccc1	6	2	1	5	12	3	-15	-0.8	5	-20	-4
45	Cc1ccc(/C=N/NC(=O)c2cccc(S(=O)(=O)N3CCOCC3)c2)o1	5	4	-2	-3	-4	110*	4	0.3	4	-6	-3
46	Cc1nc(-c2ccc(S(=O)(=O)N3CCN(C(c4ccccc4)c4ccccc4)CC3)s2)cs1	-13	-4	-2	-5	0	10	-1	-0.8	0	-2	-19
47	Cc1cccc(S(=O)(=O)NC(=O)C2(C)CCN2C(=O)C2(c3ccc(Cl)cc3)CCC2)c1 (stereo not drawn)	6	7	.	3	.	-5	3	4.5	8	7	-7
48	COC(=O)C1=C(O)/C(=C/c2ccc(OCC(=O)Nc3ccc(OC)cc3)cc2)N=C1C	-5	12	.	3	.	4	6	2.1	1	10	-5
49	O=C(Nc1ccccc1Cl)C(=O)c1cn(CC(=O)N2CCOCC2)c2ccccc12	-158	-8	7	-3	-77	-248	-58	-0.6	-11	-62	-6
50	COc1ccc(/C=N\NC(=O)CCc2c(C)n[nH]c2C)c(OC)c1OC	16	8	1	-2	2	21	3	-0.3	3	9	-3

# Further records.
entry	Structure	HIF-2a inh	H9c2 protect	NR2E3 ag-1	m5-HT2A agonist	TRPM1 prom inh	Peg3 promoter	Shn3 3UTR inh	iPSC survival up	PDI turbidity	NR2E3 ag-2	CaV13 ICDI inh
51	COC(=O)c1cccc(NC(=O)NC2CCCN2S(=O)(=O)c2ccc(Cl)cc2)c1 (stereo not drawn)	16	-12	.	3	-3	6	2	-3.4	1	31	.
52	O=C(Cc1ccccc1F)NC1CCSc2ccccc21 (stereo not drawn)	-15	10	5	6	5	-8	-11	0.1	8	4	-3
53	COc1cc([N+](=O)[O-])ccc1NC(=O)NCc1ccco1	-107	-8	2	-5	-9	-49	-7	2.4	2	-36	-5
54	CC(C)Cc1cc(C(=O)Nc2sc3c(c2C#N)CCC3)no1	-74	-17	3	17*	-14	-22	3	6.4	.	-30	-6
55	COc1cc(C(=O)NCC(=O)N2CCN(S(=O)(=O)c3ccccc3C(F)(F)F)CC2)cc(OC)c1OC	13	5	.	3	3	14	0	-0.4	6	2	-17
56	O=C(c1ccco1)N1CCN(C(=O)C(Cc2ccccc2)NS(=O)(=O)c2cccs2)CC1 (stereo not drawn)	1	3	-1	2	3	12	-19	-0.4	2	-2	-5
57	O=C(COC(=O)c1ccccc1F)Nc1cc(S(=O)(=O)N2CCOCC2)ccc1N1CCCC1	16	-18	-5	1	-3	-2	15	-0.1	1	-8	-6
58	O=[N+]([O-])c1ccccc1S(=O)(=O)N1CCN(Cc2cc3c(cc2O)OCO3)CC1	11	-6	0	2	9	5	5	-1.0	0	6	-7
59	COc1ccccc1C(=O)Nc1nnc(-c2ccc(Cl)cc2)o1	-40	5	-1	-6	-13	-37	-5	0.6	0	-45	-5
60	NC(=O)c1ccc(NC(=O)COc2ccc([N+](=O)[O-])cc2Cl)cc1	1	0	0	-6	0	-4	18	-0.7	-8	-3	-3
61	O=C(Nc1ccccc1)C1CCN(S(=O)(=O)c2ccc3c(c2)OCCO3)CC1	6	-1	0	-10	2	12	11	-0.5	1	2	-4
62	Cc1ccc(CNC(=O)Cn2cccc2)cc1	-10	2	-1	0	-17	18	-7	-0.2	-7	-16	-6
63	CCN1C(=O)CC(N2CCC(Nc3ccc(OC)cc3)CC2)C1=O (stereo not drawn)	12	26	-1	-2	-3	7	-13	3.0	10	6	0
